Rad51 HR inh: Rad51 (human) homologous recombination inhibition; Q06609; hRad51 DNA strand exchange, fluorescence dequenching; inhibition, % at 10 µM; actives 0.085% (n = 200,000);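 active means inhibition above 40% at the single screening dose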;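 further: 0% = DMSO control wells and 100% = blanks with heterologous ssDNA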
Target sequence (Q06609 whole entry, looked up): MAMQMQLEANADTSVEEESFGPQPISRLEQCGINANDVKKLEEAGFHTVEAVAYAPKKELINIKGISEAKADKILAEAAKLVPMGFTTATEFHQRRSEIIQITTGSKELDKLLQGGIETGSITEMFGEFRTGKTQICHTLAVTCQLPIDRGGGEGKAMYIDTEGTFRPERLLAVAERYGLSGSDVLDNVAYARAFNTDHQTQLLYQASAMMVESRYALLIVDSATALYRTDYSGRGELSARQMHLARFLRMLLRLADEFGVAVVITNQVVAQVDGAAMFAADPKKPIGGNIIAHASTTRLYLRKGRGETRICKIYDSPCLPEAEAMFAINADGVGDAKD
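Test system – preformed human Rad51 ssDNA filaments · Reagent – Donor/quencher-labelled 47-bp dsDNA substrate · Incubation – 37 °C 15-min filament assembly, 30-min compound preincubation, 15-min exchange · Signal – FRET fluorescence dequenching, excitation 485 nm, emission 520 nm · Read-out – percent inhibition from fluorescence, normalised to plate control and blank means · Benchmarks – plate control and blank wells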
p47phox inh: blocks human p47phox regulatory protein of NADPH oxidases | inhibition, % at 24.7 µM | AID 1274 | actives 0.53% (n = 220,000) | p47phox/p22phox peptide binding, fluorescence polarization, 2 h;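 further: 0% = p47phox with labelled peptide and 100% = labelled peptide alone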
KCC2 mod: modulates chloride dependent transport by human KCC2. Q9H2X9. AID 1456. actives 2.2% (n = 190,000). KCC2 cells, thallium flux FluoZin-2 fluorescence. B-score of Tl+ flux slope (higher = more flux/activation; lower = inhibition) at 10 µM;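 active means thallium flux slope and its plate-corrected score both differing from the plate sample mean at a set confidence after two filtering rounds, in either direction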;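 further: slope of fluorescence scaled to starting intensity during 10 to 20 s after thallium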
EBV gp42 inh: inhibitors of Epstein-Barr virus glycoprotein 42; Fluorescence polarization binding assay, mP read-out; inhibition, % (tested at 21.74 µM); actives 0.42% (n = 220,000); in the data active means inhibition above about 50%
Target sequence (Q1HVG2 whole entry, looked up): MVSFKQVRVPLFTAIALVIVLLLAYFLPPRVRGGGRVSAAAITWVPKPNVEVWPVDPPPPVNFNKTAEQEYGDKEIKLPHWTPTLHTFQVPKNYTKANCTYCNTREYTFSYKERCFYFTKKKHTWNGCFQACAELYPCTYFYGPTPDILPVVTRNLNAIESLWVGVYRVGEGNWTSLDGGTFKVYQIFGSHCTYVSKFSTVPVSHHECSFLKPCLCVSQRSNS
Furin inhibitor: blocks human furin protease activity. AID 463115. purified furin, fluorogenic substrate cleavage. inhibition, % at 30 µM. actives 0.061% (n = 220,000). P09958; in the data active means inhibition above about 25%; further: inactives centre near -15
thrombin 1536: thrombin (human) inhibition; actives 0.26% (n = 220,000); AID 1046; inhibition, % at 5 µM; alpha-thrombin, Boc-VPR-AMC fluorogenic substrate cleavage;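 active means inhibition at or above 40%; inactive means inhibition below 40%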;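 further: 0% = enzyme with no compound and 100% = wells without enzyme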
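System – human alpha-thrombin protein · Reagent – Boc-VPR-AMC substrate, 15 µM final · Compound – 5 µM single dose in 0.2% DMSO · Schedule – reaction at room temperature · Technique – AMC fluorescence at 355 nm excitation and 460 nm emission · Read-out basis – % inhibition relative to enzyme controls and enzyme-free blanks · Control set – no-compound enzyme wells and no-enzyme blanks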
14-3-3 Bad inh: disrupts binding of bovine 14-3-3 zeta to phospho-Bad peptide. actives 0.71% (n = 220,000). inhibition, % at 21.7 µM. TR-FRET 14-3-3zeta/Dy647-pBad peptide displacement, 1 h. P63103;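 active means inhibition above about 70%, limit read from the data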;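 further: 0% = full 14-3-3 plus peptide FRET controls and 100% = background without 14-3-3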
KLK5 inh: blocks human kallikrein 5 protease activity; Q9Y337; recombinant hK5, fluorogenic AMC substrate cleavage; inhibition, % at 5 µM; actives 0.59% (n = 210,000);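 active means inhibition of 40% or more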;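 further: 0% = enzyme controls without compound and 100% = no-enzyme blanks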
Target sequence (Q9Y337 67-293 limits assumed): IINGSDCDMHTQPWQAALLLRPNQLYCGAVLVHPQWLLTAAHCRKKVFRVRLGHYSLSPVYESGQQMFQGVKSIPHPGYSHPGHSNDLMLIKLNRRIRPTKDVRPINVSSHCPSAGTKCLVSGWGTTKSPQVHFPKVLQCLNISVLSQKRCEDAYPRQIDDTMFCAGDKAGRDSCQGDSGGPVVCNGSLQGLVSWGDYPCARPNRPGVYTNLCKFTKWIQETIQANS
eIF4E 4G PPI: inhibitors of eIF4E and eIF4G interaction in translation initiation; P63073+Q04637; TR-FRET eIF4E-eIF4GI(517-606) binding, 2 h; inhibition, % at 21.7 µM; actives 0.37% (n = 220,000); AID 782;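 further: 0% = full FRET control wells and 100% = background wells lacking eIF4GI fragment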
* hit, by the source's call; / = not tested or not shown; [ ] = dose if it differs, or a comment.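 How the source made its calls, unless noted: active means inhibition above about 30% (limit read from the data); inactive means the rest.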 Not a hit list; overall some 4.7% were active at least once.

SMILES	Rad51 HR inh	p47phox inh	KCC2 mod	EBV gp42 inh	Furin inhibitor	thrombin 1536	14-3-3 Bad inh	KLK5 inh	eIF4E 4G PPI
CCc1nccn1Cc1cc(C=O)ccc1OC	/	/	-0.068	-5	-35	-1	9	-9	4
CCN(C(=O)COC(=O)c1cn(-c2ccccc2)nc1-c1ccccc1)C1CCS(=O)(=O)C1 (stereo not drawn)	9	-7	0.67	1	-8	-14	1	0	-4
O=[N+]([O-])c1ccc(N2CCN(C(=S)Nc3ccc(F)cc3)CC2)cc1	-83	-2	1.8	-7	-19	-15	-11	0	6
COc1ccc(C(=O)Nc2ccc(C(=O)NCCc3ccccc3)cc2)cc1	4	-10	0.26	-11	-25	-8	9	2	-1
CCN(C(=O)c1cn(C)c(=O)c2cc(OC)c(OC)cc12)c1cc(OC)ccc1OC	5	-3	-0.027	-24	-19	1	-6	-3	5
CC(=O)C1=C(C)NC(C)=C(C(C)=O)C1c1cccs1	-4	-3	1	-2	-6[20 µM]	14	-6[fluorescence artefact?]	79*	0[fluorescence artefact?]
Cc1ccsc1/C=N/Nc1ncc(Cl)cc1Cl	-2	-4	-1	-14	-18[20 µM]	2	1	5	-3
CCOC(=O)C1=C(C)NC(=O)CC1c1cc(OC)c(OC)cc1Br (stereo not drawn)	9	1	0.51	4	-22	1	-16	-3	0
Cc1ccc(NC(=O)CC(NCCN2CCOCC2)C(=O)O)cc1Cl (stereo not drawn)	-3	1	0.41	-24	-18	1	-3	-9	-2
CCOC(=O)C1=C(CSc2nc3c(cc2C#N)CCC3)OC(N)=C(C#N)C1c1ccccc1 (stereo not drawn)	-5	-38	-1.2	-16	-16	1	-1	-9	-7
CCCNC(=O)C(C)n1c2ccccc2c2nc(=O)cc(C)n21 (stereo not drawn)	-4	-5	-0.39	2	-24	-9	-3	12	-3[fluorescence artefact?]
CCn1c(-c2ccc(N)cc2)nc2ccccc21	-1	0	0.12	-18	1	-1	8	-5	-2
CC(=O)c1ccc(NC(=O)C(=O)c2cn(CC(=O)N3CCCCC3)c3ccccc23)cc1	6	-15	-0.091	0	-4	-9	10	18	0
O=[N+]([O-])c1cccc(Cl)c1CSc1ccccn1	17	-2	-0.52	-29	-15	-1	26	-1	7
COc1ccc(CCNC(=O)C/C(C)=N/NC(=O)c2ccc(N)cc2)cc1OC	7	81*	-0.15	3	-10[20 µM]	-3	/	-4	/
COc1cccc(NC(=O)CN2C(=O)COc3ccc(Cl)cc32)c1	4	-8	/	-6	-23	0	5	-2	2
Cc1cc2cc(CCNC(=O)c3cccs3)c(=O)[nH]c2cc1C	/	-7	0.45	-4	-17	-1	4[fluorescence artefact?]	-18	1
CCOC(=O)CSc1nc(-c2ccccn2)ncc1OC	-10	3	/	0	-8	-2	3	-4	-2
CCCn1c(=S)[nH]c2ccc(C(F)(F)F)cc21	13	-1	/	-11	-30	-15	-7	0	-5
CCCn1nc(CC(=O)O)c2ccccc2c1=O	-8	-6	1.2	-16	-27[20 µM]	3	-10	-15	-1[fluorescence artefact?]
O=C(NCCCN1CCOCC1)C(Sc1ccccc1)c1ccccc1 (stereo not drawn)	-4	-9	-0.15	-15	-27[20 µM]	-11	7	-16	-10
c1ccc(Cc2cc[n+](Cc3ccccn3)cc2)cc1	19	0	-0.16	-13	-9	-4	-3	-11	2
CCOc1ccccc1C(=O)N(CN1CCCC1=O)c1cccc(Cl)c1	3	-7	1	-8	-23	5	-11	1	-13
CN1CCN(S(=O)C23CC4CC(CC(C4)C2)C3)CC1 (stereo not drawn)	-4	-8	1.6	-37	-29[20 µM]	-1	4[fluorescence artefact?]	4	-2
CC(C)C(=O)N1CCN(c2ccc([N+](=O)[O-])cc2Cl)CC1	-3	9	1.4	-28	14	3	2[fluorescence artefact?]	-11	3[fluorescence artefact?]
CC(=O)NC(CC(=O)Nc1nccs1)c1ccccc1 (stereo not drawn)	-14	2	0.045	-8	-19	1	2	-1	4
COCC(C)NC(=O)C1CC(=O)N(c2ccc(C)cc2)C1 (stereo not drawn)	-3	-1	-4	-21	-28	4	-5	-4	0
COc1ccc(Nc2nc3ccc(C)cn3c(=O)c2/C=N/O)cc1	7	-12	-0.58	-6	-27	-2	-2	-1	0
COc1ccc(CCN2C(=O)NC(NC(=O)CC(C)C)(C(F)(F)F)C2=O)cc1OC (stereo not drawn)	1	-9	0.71	1	0	-12	-19	-19	-3[fluorescence artefact?]
CCN(CC)S(=O)(=O)c1ccc(NN=C2CCN(C)CC2)c([N+](=O)[O-])c1	-7	3	-0.38	-9	-17	-3	-1	1	4
CCOc1ccc(N(Cc2ccc(OC)c(OC)c2)C(=O)c2ccco2)cc1	-5	-5	-2.4	-9	-5	0	4	11	4
CC1CCN(C(=S)c2ccccc2O)CC1	1	-8	0.41	-27	-22[20 µM]	4	-8[fluorescence artefact?]	1	31*[fluorescence artefact?]
Cc1cc2cc(CNC(=O)c3ccc(S(=O)(=O)N4CCCCC4)cc3)ccc2[nH]1	3	-52	-1.2	12	-41	-5	5	-23	-4
CCNC(=S)/C(=C(/[O-])c1ccc([N+](=O)[O-])cc1)[n+]1ccccc1	12	-3	0.97	-8	-22	-4	-4	2	-2
CCOc1ccccc1OCCN1CCC(Cc2ccccc2)CC1	-3	-13	0.93	-5	-12	-9	3	-8	11
CCOC(=O)C1=C(CSc2nc3ccccc3s2)NC(=O)NC1c1cc(C)ccc1C (stereo not drawn)	-1	-14	/	-14	-9[20 µM]	0	-13[fluorescence artefact?]	-9	3[fluorescence artefact?]

In a second layout: results already given.
mol | Rad51 HR inh | p47phox inh | KCC2 mod | EBV gp42 inh | Furin inhibitor | thrombin 1536 | 14-3-3 Bad inh | KLK5 inh | eIF4E 4G PPI
COc1ccc(CCN2C(=O)NC(NC(=O)CC(C)C)(C(F)(F)F)C2=O)cc1OC (stereo not drawn) | 1 | -9 | 0.71 | 1 | 0 | -12 | -19 | -19 | -3[fluorescence artefact?]
CCN(CC)S(=O)(=O)c1ccc(NN=C2CCN(C)CC2)c([N+](=O)[O-])c1 | -7 | 3 | -0.38 | -9 | -17 | -3 | -1 | 1 | 4
CCOc1ccc(N(Cc2ccc(OC)c(OC)c2)C(=O)c2ccco2)cc1 | -5 | -5 | -2.4 | -9 | -5 | 0 | 4 | 11 | 4

Profiles as entered above. Order of values: Rad51 HR inh | p47phox inh | KCC2 mod | EBV gp42 inh | Furin inhibitor | thrombin 1536 | 14-3-3 Bad inh | KLK5 inh | eIF4E 4G PPI
Profile of `O=[N+]([O-])c1ccc(N2CCN(C(=S)Nc3ccc(F)cc3)CC2)cc1` = -83 | -2 | 1.8 | -7 | -19 | -15 | -11 | 0 | 6
Profile of `CCOC(=O)C1=C(CSc2nc3c(cc2C#N)CCC3)OC(N)=C(C#N)C1c1ccccc1` (stereo not drawn) = -5 | -38 | -1.2 | -16 | -16 | 1 | -1 | -9 | -7
Profile of `Cc1cc2cc(CNC(=O)c3ccc(S(=O)(=O)N4CCCCC4)cc3)ccc2[nH]1` = 3 | -52 | -1.2 | 12 | -41 | -5 | 5 | -23 | -4

A section from further up, as a working copy:
SMILES	Rad51 HR inh	p47phox inh	KCC2 mod	EBV gp42 inh	Furin inhibitor	thrombin 1536	14-3-3 Bad inh	KLK5 inh	eIF4E 4G PPI
CCOc1ccc(N(Cc2ccc(OC)c(OC)c2)C(=O)c2ccco2)cc1	-5	-5	-2.4	-9	-5	0	4	11	4
CC1CCN(C(=S)c2ccccc2O)CC1	1	-8	0.41	-27	-22[20 µM]	4	-8[fluorescence artefact?]	1	31*[fluorescence artefact?]
Cc1cc2cc(CNC(=O)c3ccc(S(=O)(=O)N4CCCCC4)cc3)ccc2[nH]1	3	-52	-1.2	12	-41	-5	5	-23	-4
CCNC(=S)/C(=C(/[O-])c1ccc([N+](=O)[O-])cc1)[n+]1ccccc1	12	-3	0.97	-8	-22	-4	-4	2	-2

(next part)
SMILES	Rad51 HR inh	p47phox inh	KCC2 mod	EBV gp42 inh	Furin inhibitor	thrombin 1536	14-3-3 Bad inh	KLK5 inh	eIF4E 4G PPI
Cc1nn(-c2ccccc2)c2sc(C(=O)NC3CCCCC3)cc12	-1	-10	-0.65	-13	-9	0	-7	5	3
COc1ccc(OC)c(S(=O)(=O)N2CCCC(C)C2)c1 (stereo not drawn)	-2	2	-0.26	-13	-13[20 µM]	-4	-13[fluorescence artefact?]	-4	-3
Cc1ccc(C)c(C(=O)CSc2n[nH]c(-c3ccncc3)n2)c1	2	-2	/	6	-19	-6	2	0	-4
Cc1ccc(S(=O)(=O)NCCC(=O)NCCN2CCCCCC2)cc1	11	6	0.77	-1	-26	-3	1	0	-4
CCOC(=O)C1CNc2cc(S(=O)(=O)CC)ccc2O1 (stereo not drawn)	22	-6	0.91	-5	2	-8	7	-3	0
CC(C)(C)c1ccc(S(=O)(=O)Nc2cccc(C3OCCCO3)c2)cc1	3	-2	-1.2	4	-5	-11	-3	-17	5[fluorescence artefact?]
CCCCn1c(NC(=O)C2CCCCC2)nc2ccccc21	2	-12	1.5	-17	-10[20 µM]	4	-1	-40	0[fluorescence artefact?]
COC(=O)c1nc(-c2ccccc2)n[nH]1	0	-18	/	-18	-15[20 µM]	4	-16[fluorescence artefact?]	-2	-4
CCc1cccc(CC)c1NC(=O)C(NS(=O)(=O)c1cccs1)c1ccccc1 (stereo not drawn)	-1	-17	0.055	-16	-7	-11	-7[fluorescence artefact?]	-5	0
CCOc1ccccc1NC(=S)Nc1ccc2cn[nH]c2c1	-13	-17	-0.43	16	-18	-5	0	0	-3
NC1=NC2(CCCCC2)N=C(Nc2ccc(Br)cc2)N1	5	-22	0.76	4	-18	-9	-5[fluorescence artefact?]	-2	-1
CC(=O)Nc1ccc(CN2CCN(Cc3ccc(C)cc3)C(CCO)C2)cc1 (stereo not drawn)	/	14	2	-10	-20	-5	-2	/	3
O=c1[nH]c(=S)[nH]c2[nH]c(=S)[nH]c12	-8	32*	2	-20	-18	-2	73*	-5	25
C=CCn1c(SCC(=O)c2ccc(OC)cc2)nnc1C(C)NC(=O)c1cccs1 (stereo not drawn)	2	3	-0.089	-6	-22[20 µM]	7	1[fluorescence artefact?]	-23	0
COc1cc(OC)c(NC2=NCCCCC2)cc1Cl	-7	-13	0.48	-19	-7	-5	1	-20	-5[fluorescence artefact?]
CCN1CCN(CCCN(Cc2ccco2)C(=S)Nc2ccc(Cl)c(C)c2)CC1	-8	-4	-0.65	7	-15	-6	-1	-1	-1
CCn1c2ccccc2c2cc(NC(=S)N3CCOCC3)ccc21	9	-13	-0.87	-2	-21[20 µM]	-6	-10	13	1
